Screening data from PubChem.
697 NFkB inh – inhibitors of the PMA/ionomycin-induced NF-kB reporter in 697 B cells | 697 B-cell NF-kB luciferase reporter, 16 h | inhibition, % at 4 µM | 330,000 compounds, 0.33% hits | AID 435022; in the data active = inhibition above about 35%
tim10-1 inh – growth inhibitors of tim10-1 mutant yeast; S. cerevisiae tim10-1 ts strain growth, BacTiter-Glo, 24 h; inhibition, % at 20 µM; 330,000 compounds, 2.2% hits; AID 463190;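 active = inhibition of at least 40%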;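 note: mutant grown at 25 °C; 0% = DMSO wells with yeast and 100% = wells holding no yeast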
Jurkat NFkB inh – lowers PMA/ionomycin-induced NF-kB signal in Jurkat cells. AID 435003. PMA/ionomycin-induced NF-kB luciferase reporter, luminescence. inhibition, % at 4 µM. 330,000 compounds, 0.53% hits; in the data active = inhibition above about 50%
UPR CHOP act – apoptotic UPR (CHOP) activation. CHO-CHOP luciferase reporter, luminescence; percent of tunicamycin response over DMSO baseline. activation, % at 10 µM. 330,000 compounds, 0.34% hits. AID 449763;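 active = at 10 µM dose, activation of 40% or more, normalized to positive control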;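 note: 100% = tunicamycin at 10 µg/mL and 0% = DMSO alone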
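Assay system: CHO cells with stable CHOP pathway luciferase reporter; Buffer or medium: F12 plus 10% serum; Times: 16-18 h cell attachment, then 6 h compound exposure, 37 °C; Signal: luciferase luminescence; Read-out basis: percent activation relative to tunicamycin control; Control set: tunicamycin high control, DMSO low control.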
Mdm2 MdmX PPI – disrupts the human Mdm2-MdmX interaction; 330,000 compounds, 3% hits; inhibition, % at 8 µM; O15151+Q00987; SaOS-2 split-luciferase Mdm2/MdmX complementation, luminescence;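 active = inhibition of at least 50% at 8 µM in the primary screen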
Target sequence (O15151 whole entry, looked up): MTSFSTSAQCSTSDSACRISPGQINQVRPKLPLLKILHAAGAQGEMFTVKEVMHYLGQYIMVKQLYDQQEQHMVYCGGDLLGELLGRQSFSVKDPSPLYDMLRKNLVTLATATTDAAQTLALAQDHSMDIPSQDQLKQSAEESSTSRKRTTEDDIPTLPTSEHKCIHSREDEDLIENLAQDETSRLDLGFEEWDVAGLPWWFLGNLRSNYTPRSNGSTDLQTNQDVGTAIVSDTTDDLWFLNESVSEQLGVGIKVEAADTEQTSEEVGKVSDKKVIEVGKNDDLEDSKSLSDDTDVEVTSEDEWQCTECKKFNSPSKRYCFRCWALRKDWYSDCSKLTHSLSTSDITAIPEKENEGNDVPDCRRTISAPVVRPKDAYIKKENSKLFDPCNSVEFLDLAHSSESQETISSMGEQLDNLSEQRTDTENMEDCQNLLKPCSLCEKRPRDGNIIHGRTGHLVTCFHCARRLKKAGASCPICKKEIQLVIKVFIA
Target sequence (Q00987 whole entry, looked up): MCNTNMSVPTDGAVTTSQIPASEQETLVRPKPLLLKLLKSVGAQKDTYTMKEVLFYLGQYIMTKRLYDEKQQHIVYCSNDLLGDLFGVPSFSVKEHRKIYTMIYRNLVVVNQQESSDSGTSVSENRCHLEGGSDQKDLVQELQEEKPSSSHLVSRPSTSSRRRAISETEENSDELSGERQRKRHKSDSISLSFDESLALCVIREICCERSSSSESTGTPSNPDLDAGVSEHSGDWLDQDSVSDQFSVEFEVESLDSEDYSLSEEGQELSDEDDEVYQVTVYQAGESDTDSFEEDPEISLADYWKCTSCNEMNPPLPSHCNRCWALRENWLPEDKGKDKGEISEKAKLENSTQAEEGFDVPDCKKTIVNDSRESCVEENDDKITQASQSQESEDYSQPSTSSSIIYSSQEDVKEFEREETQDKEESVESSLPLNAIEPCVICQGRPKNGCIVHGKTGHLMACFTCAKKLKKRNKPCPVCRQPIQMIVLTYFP
TIM10 inh – inhibits growth of TIM10 yeast strain | S. cerevisiae TIM10 strain growth, BacTiter-Glo luminescence, 24 h | inhibition, % at 10 µM | 330,000 compounds, 1.4% hits | AID 463195;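 active = inhibition of 40% or more at the single tested concentration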;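 note: wild-type TIM10 isogenic control strain grown at permissive 25 °C; 0% = DMSO yeast wells and 100% = minimal medium wells without yeast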
tim23-1 inh – tim23-1 yeast growth inhibition; 330,000 compounds, 1.3% hits; inhibition, % at 20 µM; S. cerevisiae tim23-1 growth, BacTiter-Glo luminescence, 24 h;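 active = growth inhibition of the mutant yeast at or above 50%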;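 note: temperature-sensitive mutant grown at 25 °C; plate controls were DMSO-treated mutant yeast for no effect and medium wells lacking yeast for full effect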
UPR XBP1 act – activators of adaptive arm of unfolded protein response (XBP1); 330,000 compounds, 0.33% hits; CHO-XBP1 luciferase reporter, IRE1-XBP1 UPR activation, luminescence; percent of tunicamycin response, DMSO as zero; activation, % at 20 µM;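 active = versus positive control, 20 µM dose yields 30% or more activation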;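 note: 100% = tunicamycin at 10 µg/mL and 0% = DMSO only wells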
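Material: CHO cell line with stable XBP1 luciferase reporter; schedule: 16-18 h cell attachment at 37 °C, then 6 h compound exposure; signal: glow luminescence from Steady-Glo reagent; medium: serum-containing F12 medium, 10% FBS; benchmarks: tunicamycin 10 µg/mL and vehicle-only wells; read-out: percent activation relative to tunicamycin reference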
Numbers without * were called inactive.

SMILES	697 NFkB inh	tim10-1 inh	Jurkat NFkB inh	UPR CHOP act	Mdm2 MdmX PPI	TIM10 inh	tim23-1 inh	UPR XBP1 act
Cc1cc[n+](-c2[nH]c(=O)sc2/C=N/NC([S-])=Nc2ccccc2)cc1C	8	15	-4	0.4	15	13	-9	-4
Cc1ccc(NC(=O)CCC(=O)NNC(=O)c2ccccc2)c(C)c1	12	-3	3	0.7	4	8	1	-2
COC(=O)Cn1cnc2sc3c(c2c1=O)CCCC3	18	-3	15	0.2	19	-2	3	1
COc1ccc(C2C/C(=N\O)C(C)(C)O2)cc1 (centres undefined)	5	7	-9	-0.5	4	4	4	-1
N#C/C=C(/N)c1ccc(Br)cc1	9	28	-3	-0.8	15	2	30	1
Cc1ccc(N=C2NC(=O)/C(=C/c3cccnc3)S2)c(C)c1	6	25	16	1.5	16	33	47	1
CC(=O)Oc1ccc2ccccc2c1C(NC(=O)Cc1ccccc1)c1ccc(Cl)cc1 (centres undefined)	-18	24	-25	1.8	36	40*	39	2
O=C(COc1cccnc1[N+](=O)[O-])N1CCc2ccccc21	-7	12	-12	-0.2	-19	10	9	5
COC(=O)C(C#N)c1nc2ccccc2nc1N1CCCC1 (centres undefined)	-1	35	8	0.6	6	3	32	1
CCOc1ccc(S(=O)(=O)N2CCCCC2)cc1NC(=O)CCNC(=O)c1ccco1	20	1	-4	-0.3	7	0	12	1
COc1ccc(CNC(=O)C(CCSC)NC(=O)c2ccco2)cc1 (centres undefined)	-5	-3	-14	-0.6	-38	-25	1	-3
O=C(NCC(=O)N1CCCC1C(=O)O)OC1CCCCC1 (centres undefined)	5	7	-9	1.2	6	-6	-12	-3
CC(=O)Nc1nc2cccc([N+](=O)[O-])c2s1	14	3	-1	2.3	-13	11	10	-1
O=C(CCCN1C(=O)c2cccc3cccc(c23)C1=O)N1CCN(c2ccc(F)cc2)CC1	12	13	5	-0.7	3	24	40	-2
COc1ccccc1NC(=O)CCc1nnc2ccc(NCc3ccco3)nn12	-7	-4	18	2.4	-26	4	5	-4
O=C(O)c1ccc(NS(=O)(=O)c2ccc(N3CCCC3)c([N+](=O)[O-])c2)cc1	2	14	1	0.1	-10	7	8	2
CCn1ncc(Cl)c1C(=O)Nc1ccc2c(c1)CCC2	-33	16	-21	5.6	32	9	10	7
CC(=O)N1c2ccc(S(=O)(=O)N3CCC(C(=O)N4CCN(c5cc(Cl)ccc5C)CC4)CC3)cc2CC1C (centres undefined)	-40	4	3	8.7	44	8	10	-3
COc1ccc(C(=O)OCC(=O)c2cc(OC)ccc2OC)c(OC)c1	12	27	-11	1.9	27	5	21	3
CC(C)NC(=O)CN1C(=O)C(=O)c2ccccc21	16	7	4	-0.6	10	2	-5	1
COc1cc2oc3ccc(C#Cc4ccccn4)cc3c(=O)c2cc1OC	-17	29	-14	0.7	9	27	29	7
CN(C)S(=O)(=O)Oc1ccccc1C(=O)Nc1ccc(F)cc1F	11	9	2	-0.4	8	13	10	0
Cc1ccnc(NC(=O)CCC(=O)N(CC(=O)NCCc2ccccc2)c2ccccc2F)c1	-4	3	6	1.9	-1	11	12	-2
CCC(CC)C(=O)Nc1nnc(S(=O)(=O)N2c3ccccc3CC2C)s1 (centres undefined)	-1	7	2	0.0	18	16	14	-1
Cc1cccc(C)c1NC(=O)C(NS(=O)(=O)c1cccs1)c1ccccc1 (centres undefined)	10	21	-1	-2.2	2	-7	-10	0

Fetched one by one from the entries so far:
SMILES	697 NFkB inh	tim10-1 inh	Jurkat NFkB inh	UPR CHOP act	Mdm2 MdmX PPI	TIM10 inh	tim23-1 inh	UPR XBP1 act
COc1ccc(CNC(=O)C(CCSC)NC(=O)c2ccco2)cc1 (centres undefined)	-5	-3	-14	-0.6	-38	-25	1	-3
COc1ccc(C2C/C(=N\O)C(C)(C)O2)cc1 (centres undefined)	5	7	-9	-0.5	4	4	4	-1
CCn1ncc(Cl)c1C(=O)Nc1ccc2c(c1)CCC2	-33	16	-21	5.6	32	9	10	7
O=C(NCC(=O)N1CCCC1C(=O)O)OC1CCCCC1 (centres undefined)	5	7	-9	1.2	6	-6	-12	-3
COC(=O)Cn1cnc2sc3c(c2c1=O)CCCC3	18	-3	15	0.2	19	-2	3	1

Continued.
SMILES	697 NFkB inh	tim10-1 inh	Jurkat NFkB inh	UPR CHOP act	Mdm2 MdmX PPI	TIM10 inh	tim23-1 inh	UPR XBP1 act
COc1ccc(CCNC(=O)CCCCC(=O)NCCc2ccc(OC)c(OC)c2)cc1OC	2	10	19	-0.3	7	13	-5	1
COc1ccc(S(=O)(=O)NC(Cc2cnc[nH]2)C(=O)O)cc1 (centres undefined)	3	7	-11	-0.4	-9	-19	9	-2
C=CCN(CC=C)S(=O)(=O)c1ccc2nsnc2c1	-25	-13	3	-0.9	11	-6	8	1
Cc1nn(CC(=O)NC2CCC(C)CC2)c(C)c1[N+](=O)[O-] (centres undefined)	-13	-8	-2	-3.7	17	-1	13	-2
O=c1oc2ccccc2c(NCCO)c1[N+](=O)[O-]	5	9	-6	-0.5	10	-10	5	9
Cc1c(CN2CCCC(C(=O)c3cccc(Cl)c3)C2)c(=O)n(-c2ccccc2)n1C (centres undefined)	1	-14	-21	-1.3	6	-16	5	-3
COc1ccc(C(O)Cc2nc3ccccc3n2C)cc1OC (centres undefined)	-29	20	-15	2.6	-20	-15	-3	0
CC(=O)Nc1nc(C=C(Cl)Cl)cs1	13	5	-6	1.1	6	-2	-46	0
COc1cc(C2NCC(c3ccc(Cl)cc3Cl)c3c2[nH]c2ccccc32)cc(OC)c1OC (centres undefined)	-4	-3	8	5.3	61*	29	-4	-2
CC(C)NCC(O)COCCOc1ccc(C(C)(C)C)cc1 (centres undefined)	19	2	2	1.6	16	-12	5	0
CCOc1ncccc1C(=O)Nc1nnc(C2CC2)s1	39*	9	12	-0.3	11	3	12	5
N/C(=N\NS(=O)(=O)c1ccc(Cl)cc1)c1ccccn1	16	14	0	3.3	-9	13	-2	-4
O=C(N/N=C/c1ccc(-c2cccc(C(F)(F)F)c2)o1)c1ccccc1Br	-38	20	-33	0.4	20	13	23	-2
COc1ccc(-c2ccc(SCC(=O)NCC3CCCO3)nn2)cc1OC (centres undefined)	-2	8	-1	-1.5	17	-9	4	0
Cc1ccc(NC(=O)CNC(=O)c2ccco2)cc1	-16	-11	-10	2.7	-19	10	-5	2
COc1ccc(F)cc1S(=O)(=O)n1nc(C)cc1C	8	6	-1	-1.1	11	4	95*	-5
COc1ccc(-n2nnnc2-c2cccc(OC)c2)cc1	-5	44*	50	0.1	56*	-7	1	10
COc1ccc(-c2cc(=O)c3ccccc3s2)cc1	-159	29	-120	0.5	-104	42*	52*	3
CCOC(=O)C1=C(C)NC(=O)NC1c1ccc(OCCO)c(OC)c1 (centres undefined)	8	3	0	-2.3	2	-17	-1	-3
NS(=O)(=O)c1ccc(CCNC(=O)CCCCCNc2nc(=S)[nH]c3ccccc23)cc1	-3	8	-8	0.0	-27	-16	-2	0
CCN(CC)S(=O)(=O)c1ccc2c(c1)nc(CCC(=O)O)n2CC	-25	16	-24	0.4	-15	-2	19	-1
Cc1nnc(Sc2cc(C(=O)NCCCN(C)Cc3ccccc3)c3ccccc3n2)s1	-7	8	-12	-0.9	2	-17	11	-6
COc1cccc(CN(C)C(=O)c2ccc3nccnc3c2)c1	-7	2	10	1.2	29	-1	1	-2
CC(=O)N(C)c1ccc(N=Nc2c(C)[nH]n(C(N)=S)c2=O)cc1	-110	12	-47	2.4	-26	12	-1	-3
CCCOc1ccc(/C=C/C(=O)Nc2ccc([N+](=O)[O-])cc2)cc1	-4	18	6	-1.1	-17	15	-10	-1

Ordered by length of the SMILES (largest number first): some entries from above
SMILES	697 NFkB inh	tim10-1 inh	Jurkat NFkB inh	UPR CHOP act	Mdm2 MdmX PPI	TIM10 inh	tim23-1 inh	UPR XBP1 act
Cc1nnc(Sc2cc(C(=O)NCCCN(C)Cc3ccccc3)c3ccccc3n2)s1	-7	8	-12	-0.9	2	-17	11	-6
N/C(=N\NS(=O)(=O)c1ccc(Cl)cc1)c1ccccn1	16	14	0	3.3	-9	13	-2	-4
COc1ccc(F)cc1S(=O)(=O)n1nc(C)cc1C	8	6	-1	-1.1	11	4	95*	-5

Further results.
SMILES	697 NFkB inh	tim10-1 inh	Jurkat NFkB inh	UPR CHOP act	Mdm2 MdmX PPI	TIM10 inh	tim23-1 inh	UPR XBP1 act
O=C(c1cc(F)c(F)cc1Cl)N1CCOCC1	2	3	5	-0.3	-12	-7	7	-1
COc1ccc(CNC(=O)Nc2ccc(C)cc2C)cc1	-1	12	7	0.3	2	1	-2	-1
NS(=O)(=O)c1ccc(CCNC(=O)CCCn2c(=O)[nH]c3ccc(Br)cc3c2=O)cc1	-3	1	-8	1.0	-25	1	14	1
Cc1cc(CNC(=O)Cn2cc([N+](=O)[O-])cn2)c2ccccc2n1	-12	1	-1	-1.6	7	-18	9	-1
Oc1cccc(/C=N/Nc2ncnc3c2ncn3Cc2ccccc2)c1	9	-6	-25	1.8	-17	5	6	3
Cc1cc(C)nc(CCNC(=O)C2CCC(=O)N(Cc3ccccc3F)C2)n1 (centres undefined)	1	3	7	-0.7	3	-5	-5	0
COc1cc(C2C(C(=O)c3ccco3)=C(O)C(=O)N2c2cc(C)on2)cc(Br)c1O (centres undefined)	8	-1	0	-2.2	5	-6	5	-1
OCCC1CN(Cc2cccc(OC3CCCC3)c2)CCN1Cc1ccsc1 (centres undefined)	5	10	-6	0.2	2	8	13	-3
O=C(NCc1ccncc1)C1CCN(S(=O)(=O)c2ccccc2)CC1	-1	-24	4	1.6	6	-7	-21	-2
CCC(C(=O)NC1CCCC1)N(C(=O)Cn1nnc(-c2ccc(C)o2)n1)c1ccccc1OC (centres undefined)	-1	13	-5	1.5	12	14	16	0
CCOC(=O)C1=C(Cn2cnc3ccccc32)NC(=O)NC1c1ccc(Cl)cc1 (centres undefined)	5	19	11	3.7	10	5	6	2
COCCN(Cc1cc2cc(C)ccc2n2nnnc12)C(=S)Nc1cccc(C)c1	-4	8	6	-0.9	4	9	27	-5
Cc1ccccc1C(=O)Nc1cccc(-c2nnc(SCC(=O)O)n2C)c1	6	-3	6	1.5	-4	3	9	-1
CCC(C)NC(=O)c1ccc2c(c1)S(=O)(=O)c1ccccc1C2=O (centres undefined)	20	-10	1	1.4	15	4	13	5
COc1ccc(/C=C/C(=O)OCC(=O)Nc2cc(C(F)(F)F)ccc2Cl)cc1	2	14	4	1.0	16	-3	-17	0
COC(=O)C1=C(C)NC2=C(C(=O)c3ccccc32)C1c1ccc(-c2ccc(C(=O)O)cc2)o1 (centres undefined)	24	27	-7	1.2	49	23	28	9
Cc1cc(C)c([C@@H]2C[C@H]3CN(C4CCCC4)C(=O)[C@]34CCCN24)c(-n2cccn2)c1	-5	16	3	1.7	8	14	20	-3
Cc1nnsc1-c1onc(C)c1C(=O)Nc1cc(Cl)cc(Cl)c1	-20	5	-2	1.6	76*	7	-5	1
CCOc1ccc(CCNC(=O)C2CCC(=O)N2C2CCCCC2)cc1OCC (centres undefined)	-8	17	-18	-1.9	-7	-9	9	-1
O=S(=O)(NCc1ccc2c(c1)OCO2)c1ccc(Cl)s1	-30	13	-3	0.0	-1	-9	23	0
COc1cccc(-c2cc(C(=O)Nc3cnn(Cc4ccc(F)cc4)c3)no2)c1	-14	-23	8	-1.1	13	3	-5	2
CCOC(=O)c1c(C)[nH]c(C(C)=O)c1C	7	6	13	-1.1	17	-8	5	2
CCSc1nc(-c2ccc(OC)cc2)cc(-c2ccc(OC)cc2)c1C#N	10	2	-4	-2.2	42	-13	4	-2
CC(C)C(C(=O)NC1CCCC1)N(CC1CCCO1)C(=O)CNS(=O)(=O)c1ccccc1 (centres undefined)	3	18	6	-0.5	-8	14	8	-1
Cc1onc(-c2c(Cl)cccc2Cl)c1NC(=O)NNc1c(Cl)cncc1Cl	2	-8	-18	-0.8	12	16	-11	1
